Source: PubChem BioAssay
HEK cytotox = Cytotoxic Profiling in HEK 293 Cell Line of Diverse Libraries Using Quantitative High-Throughput Screening; Potency, µM (highest dose often 115 µM), for the others: at the highest dose activity change, negative = cytotoxicity, actives largely listed as inhibitors; actives 6.6% (n = 94,000); AID 1345083, 2018; HEK 293 viability, ATP luminescence (CellTiter-Glo), 48-72 h; note: potency is the fitted concentration of half-maximal effect; nearly all actives have a fitted effect of over 60% in size
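250 HEK 293 cells/well; compound by pintool; incubated 48 or 72 hr at 37 degree Celsius; CellTiter-Glo added, 10 min RT, luminescence imaged.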
GPT2 inh = Primary qHTS assay for inhibitors of Glutamate pyruvate transaminase 2 (GPT2); Alanine aminotransferase 2 (Homo sapiens), Q8TD30; Recombinant GPT2, coupled pyruvate oxidase/HRP Amplex Red fluorescence; Potency, µM (highest dose often 57.7 µM), inactives show at the top dose activity change, negative = inhibition, most hits filed as inhibitors; actives 0.25% (n = 100,000); AID 1671188, 2021; note: potency is the fitted concentration of half-maximal effect; nearly all actives have a fitted effect of over 60% in size; many of its hits are not listed in these tables
Target sequence (Q8TD30 whole entry, looked up): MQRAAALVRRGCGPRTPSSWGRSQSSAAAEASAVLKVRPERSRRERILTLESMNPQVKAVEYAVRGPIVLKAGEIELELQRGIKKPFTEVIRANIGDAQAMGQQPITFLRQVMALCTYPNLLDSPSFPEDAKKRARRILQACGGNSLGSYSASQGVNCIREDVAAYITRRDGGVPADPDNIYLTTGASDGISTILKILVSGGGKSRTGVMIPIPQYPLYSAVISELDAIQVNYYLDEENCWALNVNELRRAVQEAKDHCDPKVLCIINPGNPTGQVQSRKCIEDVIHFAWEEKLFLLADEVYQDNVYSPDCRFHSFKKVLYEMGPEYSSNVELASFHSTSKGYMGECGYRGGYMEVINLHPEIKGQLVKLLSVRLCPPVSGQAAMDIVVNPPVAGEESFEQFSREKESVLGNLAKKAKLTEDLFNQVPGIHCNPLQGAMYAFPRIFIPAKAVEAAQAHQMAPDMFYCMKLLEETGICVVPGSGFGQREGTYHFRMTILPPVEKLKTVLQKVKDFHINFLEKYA
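GPT2 10ng/uL, a-KG 250uM, L-Ala 2mM, HEPES pH7.5 + 0.0001% Tween; 30 min RT. Then Amplex mix (PO/HRP/ThPP), 30 min RT dark, fluorescence. AOA 50uM used as positive control.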
HEK293 viab = GF-AFC viability counterscreen for inhibitors of alpha-synuclein gene (SNCA) expression | Potency, µM (titrated, usually from 57.1 µM), inactives show at the top dose activity change, negative = cytotoxicity, most hits filed as cytotoxic | HEK-293-SNCA-luc viability, GF-AFC fluorescence, 24 h | actives 0.12% (n = 150,000) | AID 1671193, 2021;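 note: potency is the fitted concentration of half-maximal effect; 0% = DMSO-treated cells and -100% = medium-only wells without cells; nearly all actives have a fitted effect of over 30% in size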
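HEK-293-SNCA-luc cells (1500/well) plated 24 h, then exposed 24 h to a dilution series; GF-AFC added 30 min at 37C, fluorescence 405/540 nm; normalised to medium-only and DMSO wells, Hill fit.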
FLuc inh = Firefly luciferase inhibition profiling of diverse chemical library using quantitative high-throughput screening. Potency, µM (doses to about 115 µM), inactives show top-dose activity change, negative = inhibition, hits mostly inhibitors. purified P. pyralis luciferase, luminescence, biochemical. actives 2.5% (n = 76,000). Luciferin 4-monooxygenase (Photinus pyralis), P08659; note: potency is the fitted concentration of half-maximal effect; nearly all actives have a fitted effect of over 65% in size
Target sequence (P08659 whole entry, looked up): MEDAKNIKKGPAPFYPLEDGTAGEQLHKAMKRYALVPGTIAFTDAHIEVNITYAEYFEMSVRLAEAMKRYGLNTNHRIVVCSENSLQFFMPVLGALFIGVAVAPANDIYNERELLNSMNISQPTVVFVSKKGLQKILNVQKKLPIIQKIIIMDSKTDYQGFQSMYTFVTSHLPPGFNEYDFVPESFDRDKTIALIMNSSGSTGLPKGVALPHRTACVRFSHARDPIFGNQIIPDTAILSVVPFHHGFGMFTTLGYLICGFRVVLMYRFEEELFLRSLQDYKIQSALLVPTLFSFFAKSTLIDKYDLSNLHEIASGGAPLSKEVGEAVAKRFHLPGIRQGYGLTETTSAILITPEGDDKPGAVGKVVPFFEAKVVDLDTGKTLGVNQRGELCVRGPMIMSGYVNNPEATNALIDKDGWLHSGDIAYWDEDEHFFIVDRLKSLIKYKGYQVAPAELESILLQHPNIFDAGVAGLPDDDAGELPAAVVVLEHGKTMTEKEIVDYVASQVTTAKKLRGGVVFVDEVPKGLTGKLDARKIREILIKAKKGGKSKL
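Cell-free enzyme assay, 10nM P. pyralis luciferase, luciferin and ATP each at 10uM. Inhibition profiled over a 6-point titration, read as luminescence.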
IP6K1 inhibitor = Primary qHTS assay for small molecule inhibitors of Inositol hexaphosphate kinase 1 (IP6K1); IP6K1 kinase, ADP-Glo luminescence, 2 h; active compounds read low; activity change, % (series mostly up to about 58 µM); actives 0.81% (n = 140,000); in the data active = activity change below about -25%
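ADP-Glo luminescence measures ADP made by human IP6K1 during a 2 h RT reaction with ATP/IP6 (mix at 1.3 mM/130 uM); top library doses 57.5 and 19.1 uM final.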
3T3 cytotox = Cytotoxic Profiling in NIH 3T3 Cell Line of Diverse Libraries Using Quantitative High-Throughput Screening; Potency, µM (top dose mostly 96.7 µM), for inactives: top-dose activity change, negative = cytotoxicity, hits mostly inhibitors; actives 4.3% (n = 94,000); NIH 3T3 viability, CellTiter-Glo ATP luminescence, 48-72 h; note: potency is the fitted concentration of half-maximal effect; nearly all actives have a fitted effect of over 55% in size
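Viability of NIH 3T3 cells after 48 or 72 hr compound treatment at 37 °C was assessed by CellTiter-Glo, with luminescence imaged following a 10 min room-temperature step.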
SNCA expr inhib = Primary qHTS assay for inhibitors of alpha-synuclein gene (SNCA) expression. HEK-293 SNCA-luciferase knock-in, luminescence, 24 h. Potency, µM (top dose mostly 57.2 µM), without a hit: at the top dose activity change, negative = inhibition, usual class: inhibitors. actives 0.17% (n = 140,000). AID 1671194, 2021;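 note: potency is the fitted concentration of half-maximal effect; plate controls were DMSO cells for no effect and cell-free wells for full effect; nearly all actives have a fitted effect of over 45% in size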
Starred values were filed as active, the others as inactive; i = inactive; ? = inconclusive; nt = no result given; [ ] = dose if it differs, or a comment. Unless noted, calls come from the whole dose curve; as a rule, active = well fitted curve in the direction sought with a large enough effect; inconclusive = small, poorly fitted or top-dose-only effect, or another doubt; inactive = no such curve, though single readings can be large; an effect the other way counts as inactive or inconclusive. Unless noted, % is set by controls: 0 for no effect and ±100 for the full control effect.

SMILES	HEK cytotox	GPT2 inh	HEK293 viab	FLuc inh	IP6K1 inhibitor	3T3 cytotox	SNCA expr inhib
COc1ccc2c(Sc3ccc(C)cc3)c(C(=O)NC(C)C)[nH]c2c1	nt	nt	-2%	nt	0	nt	1%
Cc1cc(C)c(Cn2c(C3CC(=O)N(c4ccc(F)cc4)C3)nc3ccccc32)c(C)c1 (centres undefined)	nt	nt	-2%	nt	16	nt	-2%
CNC(=O)c1cc(C2CC2)nc2onc(C3CCN(C(=O)Nc4ccccc4)C3)c12 (centres undefined)	-13%	nt	nt	nt	6	-20%	nt
Cn1ccc(C(=O)N2CC3ON=C(C(=O)N4CCCC4)C3C2)n1 (centres undefined)	-45%	i	0%	nt	6	-42%	6%
COc1ccccc1Nc1ccnc(N2CCC(C(=O)NCCc3ccc(F)cc3)CC2)n1	?	i	?	nt	15	?	?
O=C(c1ccc(OC(F)(F)F)cc1)N1CCC2(CC1)CC(O)CCO2 (centres undefined)	-17%	i	0%	-2%	1	-24%	-14%
CCOc1ccc(-c2cn(-c3ccc(C)cc3)c(SCC(=O)Nc3ccc(C)cc3)n2)cc1	nt	nt	1%	nt	15	nt	0%
O=C(NCC1CNCCOC1)c1ccc2nc(-c3ccc(F)cc3)cn2c1 (centres undefined)	?	-5%	2%	?	-1	?	72%[activator]
COC(=O)[C@@H]1Cc2c([nH]c3ccccc23)[C@H]2C[C@@H](NCCO)C[C@@H](c3ccc(F)cc3)N21	28µM*	-4%	-8%	-15%	-9	28µM*	-6%
COc1ccc(NC(=O)C2CCN(C(=O)c3ncn4c3COC(c3ccc(OC)cc3)C4)CC2)cc1 (centres undefined)	-14%	1%	4%	-28%	0	-21%	-10%
COc1ccccc1NC(=O)c1ncn(-c2ccccc2)n1	nt	nt	5%	nt	-2	nt	202%[activator]
COCCOCC(=O)N1CCC(N2C(=O)C3(CCCC3)C2c2ccccc2)CC1 (centres undefined)	?	-2%	12%	nt	-9	-26%	-23%
Cc1noc(C)c1C(=O)NC1CCCc2c1[nH]c1ccc(F)cc21 (centres undefined)	?	-4%	-17%	-6%	6	?	-5%
Cc1ccsc1C(=O)N1CCN(c2cc(-c3cccs3)[nH]n2)CC1	?	i	2%	-6%	-3	?	2%
COC(=O)[C@@H]1Cc2ncn(Cc3ccccc3)c2CN1S(=O)(=O)c1ccc(C)cc1	-29%[172 µM]	-9%[88.5 µM]	?	-1%[172 µM]	8	-30%[174 µM]	-7%[87.6 µM]
CC1CCN(S(=O)(=O)c2ccc3c(c2)N(CC(=O)NC(C)(C)C)C(=O)CS3)CC1	nt	nt	-20%	nt	16	nt	0%
COc1ccc(N2CCN(S(=O)(=O)c3cc(Br)cc4c3N(C(=O)C3CC3)CC4)CC2)cc1	nt	nt	-1%	nt	-19	nt	-1%
COc1ccc(CCNC(=O)c2cc(=O)c3cc(C)cc(C)c3o2)cc1OC	nt	nt	9%	nt	12	nt	121%[activator]
COc1ccc(C(=O)N2CCC([C@@H]3CNC[C@H]3CO)CC2)cc1	i	i	3%[12.5 µM]	-12%	0	i	10%
Cc1ccccc1-c1noc(-c2cc3ccccc3oc2=O)n1	nt	nt	1%	nt	9	nt	4%
COc1ccc(NC(=O)c2cc3n(n2)CC(c2ccc(Cl)cc2)OC3)cc1 (centres undefined)	?	0%	1%	?	-12	?	-1%
CCc1nc2c(c(-c3ccc(OC)cc3)n1)CN(C(=O)c1ccc(C(F)(F)F)cc1)CC2	i	i	-6%	nt	3	-2%	1%
COCCN1CCCCCC(O)c2cc(C(=O)Nc3cccc(OC)c3)ccc21 (centres undefined)	?	-9%	-1%	?	-5	?	148%[activator]
COc1cc(NC(=O)N2CCCC(Cn3cnc4cccnc43)C2)cc(OC)c1OC (centres undefined)	-5%	?	8%	-5%	10	0%	-10%
COC(=O)c1cc2sc(Cl)cc2n1Cc1nc(-c2ccccc2C)oc1C	nt	nt	1%	nt	-23	nt	1%

Next part, starting with the last two of the part before.
SMILES	HEK cytotox	GPT2 inh	HEK293 viab	FLuc inh	IP6K1 inhibitor	3T3 cytotox	SNCA expr inhib
COc1cc(NC(=O)N2CCCC(Cn3cnc4cccnc43)C2)cc(OC)c1OC (centres undefined)	-5%	?	8%	-5%	10	0%	-10%
COC(=O)c1cc2sc(Cl)cc2n1Cc1nc(-c2ccccc2C)oc1C	nt	nt	1%	nt	-23	nt	1%
N#Cc1cccc(CN[C@H]2CO[C@H]3[C@@H]2OC[C@@H]3n2cc(-c3ccccn3)nn2)c1	?	i	-6%[87.6 µM]	?	16	?	-3%[87.6 µM]
COc1cccc(-c2nc(CS(=O)(=O)CC(=O)Nc3c(C)cc(C)cc3C)c(C)o2)c1	nt	nt	-11%	nt	28	nt	18%
Cc1cc(S(=O)(=O)N2C[C@@H](F)C[C@H]2C(=O)N2CCCCC2)ccc1Cl	7%	i	-15%	8%	0	1%	-7%
Cc1ccc(NC(=O)CCn2cnc3onc(-c4ccc(F)cc4)c3c2=O)c(Br)c1	nt	nt	-2%	nt	28	nt	-3%
CN(C)C[C@@H]1CN(C)C[C@H]1NC(=O)c1ccnnc1	-2%	i	-8%	11%	4	i	-1%
CC(C)CC(=O)N[C@@H]1CN(Cc2ccccc2)C[C@H]1CN(C)C	-6%	i	9%	nt	-12	-26%	3%
Cc1cccc(Cn2cccc2CNS(=O)(=O)c2ccc(C)c(C)c2)c1	nt	nt	-11%	nt	38	nt	?
Cc1ccc(OCc2nc(C3CCCN3C(=O)Nc3ccc(C)c(F)c3)no2)cc1 (centres undefined)	89µM*	-14%	0%	-16%	-6	?	18%
COc1ccccc1NC(=O)Cn1c(=O)n(-c2ccc(C)cc2)c(=O)c2c1cnn2C	nt	nt	2%	nt	-11	nt	-18%
CN(C)C(=O)CN1CCCc2nc(C3CC3)ncc2C1=O	4%	i	3%	6%	4	i	-6%
CCc1ccc(NC(=O)CSc2nc(=O)n(Cc3cccnc3)c3c2CCC3)cc1	nt	nt	11%	nt	13	nt	7%
CC(C)CCNC(=O)c1ccc2c(c1)N(Cc1ccccc1F)C(=O)c1ccccc1S2(=O)=O	nt	nt	-16%	nt	9	nt	-11%
O=C(c1nnc(CN2CCN(c3ccccn3)CC2)n1-c1cccnc1)N1CCC[C@@H]1c1cccc(F)c1	i	i	0%	2%	-12	?	7%
CN1CCc2[nH]cnc2C12CCN(C(=O)c1ccc(-c3ccn[nH]3)cc1)CC2	-14%	-9%	-5%	17%	10	-2%	39%[activator]
Cc1cccc(-c2nnc(SCc3cc(=O)c4cccc(Cl)c4[nH]3)n2C)c1	nt	nt	?	nt	-4	nt	-10%
O=C1Nc2ccc(-c3cccc(C(F)(F)F)c3)cc2C(=O)N2CCN(C(=O)c3cccc(F)c3)C[C@H]12	32µM*	-4%	1%	?	2	?	27%
COc1cccc(CN2CCCOCCNC(=O)[C@@H]3CCCC[C@@H]32)c1	-5%	i	-1%	3%	-1	i	-3%
CCC(C)NC(=O)C(NC(=O)c1ccc(OC)cc1)C1CCN(C(=O)c2cccc(OC)c2)CC1 (centres undefined)	-7%	i	-7%	-6%	9	-11%	-1%
Cc1cc2ccccc2n1CCNC(=O)c1ccccc1F	nt	nt	2%	nt	14	nt	49%[activator]
CN(C)c1ccc(CN(C)C2CCOc3ccccc32)cc1 (centres undefined)	?	i	2%[87.6 µM]	1%[172 µM]	3	?	-22%[87.6 µM]
COC(=O)c1ccc(Cn2c(SCc3ccc(F)cc3)nc3ccncc32)cc1	nt	nt	0%	nt	8	nt	1%
COc1ccc(CN2CCn3c(nn(-c4ccncc4)c3=O)C2)cc1	?	i	-17%	-3%	7	?	1%
Cn1cc(S(=O)(=O)c2ccc(Cl)cc2)c(=O)c2cc(F)c(N3CCCCCC3)cc21	nt	nt	6%	nt	8	nt	-5%
Cc1cccc(-n2c(=O)c3c4c(sc3n3cnnc23)CCCC4)c1	nt	nt	?	nt	16	nt	16%
CC(C)C(=O)N1CCOc2ccc(CN3CCc4ccccc4C3)cc2C1	?	i	11%	0%	-4	-17%	9%

Another view of three compounds above:
Each structure is followed by: HEK cytotox | GPT2 inh | HEK293 viab | FLuc inh | IP6K1 inhibitor | 3T3 cytotox | SNCA expr inhib
Cc1cccc(-n2c(=O)c3c4c(sc3n3cnnc23)CCCC4)c1
    nt | nt | ? | nt | 16 | nt | 16%
COc1cccc(CN2CCCOCCNC(=O)[C@@H]3CCCC[C@@H]32)c1
    -5% | i | -1% | 3% | -1 | i | -3%
O=C(c1nnc(CN2CCN(c3ccccn3)CC2)n1-c1cccnc1)N1CCC[C@@H]1c1cccc(F)c1
    i | i | 0% | 2% | -12 | ? | 7%

More entries follow.
SMILES	HEK cytotox	GPT2 inh	HEK293 viab	FLuc inh	IP6K1 inhibitor	3T3 cytotox	SNCA expr inhib
NC1CC(c2cc(N3CCC(OCc4ccccc4)CC3)ncn2)C1 (centres undefined)	?	4%	-12%	8%	1	?	-11%
CCc1ccccc1NC(=O)N1CCN(c2cc(-c3noc(C)n3)ccc2C)CC1	nt	nt	2%	nt	2	nt	-3%
COc1ccc(NC(=O)CCCc2nc(-c3ccco3)no2)c(OC)c1	nt	nt	-1%	nt	7	nt	1%
CN(Cc1cccnc1)C1CN(C(=O)C2CCCC2)C1	8%	i	6%	?	-1	i	-12%
COc1ccc(CNC(=O)c2cc(-c3ccc([S+](C)(=O)[O-])cc3)nc3c2cnn3C)cc1	0%	?	-4%	nt	8	-3%	-14%
CC(C)c1cc(NCc2csc(-c3ncccn3)n2)n2nccc2n1	?	5%	-7%	1%	-8	?	?
O=C(CSc1ccccn1)N1CCn2nc(C(O)c3ccccc3)cc2C1 (centres undefined)	i	0%	9%	-25%	-10	-10%	20%
Cc1cccc(-c2nc(CSc3nncn4c3cc3sccc34)c(C)o2)c1	nt	nt	-15%	nt	16	nt	16%
CC1=C(C(=O)Nc2ccccc2)C(c2ccc(O)cc2)n2nc(SCc3ccccc3)nc2N1 (centres undefined)	nt	nt	-10%	nt	30	nt	-27%
N#Cc1ccccc1Cn1c(=O)n(CCCC(=O)NCc2ccccc2Cl)c(=O)c2ccccc21	nt	nt	-9%	nt	0	nt	32%[activator]
Cc1ccc(SCc2nc(-c3ccc(C(=O)NCCc4ccc(Cl)cc4)cc3)oc2C)cc1	nt	nt	-26%	nt	-12	nt	?
Cc1nc(C2CC(O)C2)cc(N2CCN(c3cnn(C)c(=O)c3)CC2)n1 (centres undefined)	i	2%	0%	5%	-9	-1%	-17%
